# Source: PubChem (Broad Institute)
# XiGFP reactiv – reactivates the inactive X chromosome in mouse fibroblasts | XiGFP mouse fibroblasts, % GFP-positive cells imaging, 3 d; cells co-treated with 5-aza-dC sensitizer; scaled so ellipticine positive control = 100% | activation, % at 7.58 µM | actives 0.055% (n = 360,000) | AID 743238;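 active = mean normalized replicate activation at least 10% and every replicate at or above 10%; inconclusive = only one of the two criteria met; inactive = mean below 10% and not all replicates reach 10%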;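 also: 0% = median of on-plate neutral control wells and 100% = ellipticine 6 µM median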
#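 Schedule: 3 d treatment, 15 min room-temperature fixation; system: 68-5-11 XiGFP fibroblast line; buffer or medium: DMEM plus 5-aza-dC sensitizer; control set: ellipticine 6 µM positive control; compound: one concentration, pinned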
# INS-1E GSIS act – primary screen for activators of insulin secretion dependent on glucose, INS-1E cells, GLuc reporter luminescence | INS-1E GLuc reporter insulin secretion, 2-3 h | AID 743287 | activation, % at 16.6 µM | actives 0.61% (n = 370,000);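 active = lowest replicate activation of at least 40%, so every replicate reaches that level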;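 also: 0% = median of neutral control wells and 100% = median of IBMX positive control wells; some compounds called inactive have numbers as strong as hits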
# DENV2 CPE – inhibitors of DENV2 cytopathic effect | DENV2-infected cells, cytopathic effect rescue, plate reader | CPE inhibition, % at 9.99 µM | actives 1.7% (n = 350,000); in the data active = CPE inhibition above about 20%, passing the limit was not always enough; inconclusive = no clear call, values can overlap the other calls; tested in BHK-21 cells;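 also: 0% = median of neutral control wells and 100% = median of positive control wells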
# ARNT TACC3 PPI – ARNT/TACC3 interaction disruption | Q9Y6A5 | AlphaScreen His-ARNT PAS-B/GST-TACC3 binding, luminescence; TACC3 fragment carries E629A point mutation | inhibition, % at 9.99 µM | actives 0.66% (n = 390,000);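 active = mean inhibition of replicates at least 50% and at least half of replicates each reaching 50%; inconclusive = half or more replicates reach 50% but mean below 50%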;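 also: 0% = complete ARNT plus TACC3 wells and 100% = ARNT alone without TACC3; many hits fall short of the cut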
# EWS-Fli inh – inhibitors of EWS/Fli oncoprotein transcriptional activity; actives 0.67% (n = 350,000); inhibition, % at 12.6 µM; A673 NR0B1-luciferase reporter, viability-normalised;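 active = mean inhibition of at least 50% after viability correction, with every replicate also passing that limit; inconclusive = mean reaches 50% but only one of two replicates passes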;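 also: firefly luciferase signal divided by Alamar Blue viability fluorescence both relative to DMSO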
# PAX8 inh HTS – lowers PAX8-driven luciferase in RMG-I cells | actives 1.2% (n = 360,000) | AID 652154 | RMG-I TPO-luciferase reporter, SteadyGlo, 24 h | inhibition, % at 12.6 µM;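 active = mean replicate inhibition at least 60% with every replicate also reaching 60%; inconclusive = only one of the two criteria is met; inactive = mean below 60% and not all replicates reaching 60%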;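 also: luciferase light reporting Pax8 driven TPO promoter activity; plate controls were median of neutral control wells for no effect and mitoxantrone controls for full effect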
# ERp5 block – ERp5 (human) disulfide isomerase inhibition; ERp5 insulin aggregation, absorbance 650 nm, 90 min; inhibition, % at 9.99 µM; Q15084; actives 0.05% (n = 350,000);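 active = mean replicate inhibition above about 25%, with every replicate also reaching it, limit read from the data, passing the limit was not always enough; inconclusive = only one of those two criteria met; inactive = neither criterion met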
# Target sequence (Q15084 whole entry, looked up): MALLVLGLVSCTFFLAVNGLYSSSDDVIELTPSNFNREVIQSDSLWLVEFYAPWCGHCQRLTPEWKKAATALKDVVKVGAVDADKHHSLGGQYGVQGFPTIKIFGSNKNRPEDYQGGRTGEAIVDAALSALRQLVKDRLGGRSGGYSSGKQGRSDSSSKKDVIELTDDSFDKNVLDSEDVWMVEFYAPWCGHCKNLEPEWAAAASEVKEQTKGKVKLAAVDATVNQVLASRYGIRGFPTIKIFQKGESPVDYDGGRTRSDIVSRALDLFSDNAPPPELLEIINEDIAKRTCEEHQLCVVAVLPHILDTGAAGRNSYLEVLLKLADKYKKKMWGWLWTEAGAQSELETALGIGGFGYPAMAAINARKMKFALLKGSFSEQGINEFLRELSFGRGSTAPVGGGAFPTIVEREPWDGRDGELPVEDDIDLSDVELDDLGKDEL
# CFTR F508del cor – correctors of CFTR F508del function in bronchial epithelial cells; CFBE cells, YFP halide quenching; stimulated with forskolin plus potentiator P3; % fluorescence drop versus neutral controls; activity (quench increase), % at 7.58 µM; actives 0.36% (n = 350,000); AID 720511;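 active = mean added fluorescence quench of at least 8% versus neutral control, with both replicates also reaching 8%; inconclusive = only one of the mean or replicate conditions met; inactive = mean below 8% and not both replicates reaching 8%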;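 also: cells transiently co-express mutant CFTR-F508del with the halide-sensitive YFP; corrector assay measuring rescue of mutant channel to the surface after 24 h compound exposure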
# Active calls of the source: *; ? = inconclusive; . = not tested or not shown; & = joins results of further samples.
SMILES,XiGFP reactiv,INS-1E GSIS act,DENV2 CPE,ARNT TACC3 PPI,EWS-Fli inh,PAX8 inh HTS,ERp5 block,CFTR F508del cor
CC(C)N(C(=O)c1ccc2nc(-c3ccccc3)c(-c3ccccc3)nc2c1)C(C)C,-0.1,-20,.,15,.,-7,.,.
C[C@H]1CN([C@@H](C)CO)S(=O)(=O)c2ccc(/C=C/c3ccccc3)cc2O[C@H]1CN(C)C(=O)Nc1cc(F)ccc1F,-1.4,5,2,25,16,64*,4,3.2
O=C(Nc1ccc(F)cc1)C(c1cccc(F)c1)N1CCN(Cc2c(F)cccc2Cl)CC1 (stereo not drawn),-0.1,-61,1,.,5,-2,-6,-0.5
O=S(=O)(c1ccc2c(c1)CCN2)N1CCOCC1,0.7,-2,-5,.,-2,-6,-7,1.3
CCC(=O)N1CCCC(C)(C(=O)Nc2ccc(C)c(C)c2)C1 (stereo not drawn),0.0,-9,-3,.,6,2,4,1.2
O=C(CN1CCN(c2ccc(F)cc2)CC1)Nc1ccccc1,0.0,-13,?,-17,16,-19,-5,1.6
CC(NC(=O)c1ccc(OC2CCN(Cc3ccccn3)CC2)cc1)c1ccccc1 (stereo not drawn),0.0,-7,2,-5,6,-1,5,-0.3
Cc1nn(-c2ccccc2Cl)c(Cl)c1/C=N/Nc1nc2ccccc2s1,0.5,1,.,-7,.,2,.,.
Cc1c2cnn(CC(=O)Nc3cccc(C(F)(F)F)c3)c(=O)c2c(C)n1Cc1ccccc1F,0.5,-25,.,-6,.,-6,.,.
COc1ccc(CC(=O)OCC(=O)c2ccc(OC)c(OC)c2)cc1,0.0,41*,30*,-1,-5,-3,4,1.8
CCN(CC)C(=O)C1CCCN(C/C(C)=C/c2ccccc2)C1 (stereo not drawn),.,28,-5,11,-1,.,-2,0.5
O=C(CCNC(=O)c1ccccc1)Nc1ccc(Cl)c(S(=O)(=O)N2CCCCC2)c1,0.2,-35,2,-2,15,35,7,1.6
O=C(N/N=C/c1ccccn1)c1cc(-c2ccc(Cl)s2)[nH]n1,0.0,9,7,.,12,-18,2,-0.5
CCOC(=O)c1sc(=S)n(CC)c1NC(=O)c1ccccc1,0.1,12,-3,.,1,7,5,.
O=C(O)Cc1coc2cc3c(cc12)CCC3,0.0,5,5,-6,0,3,-3,0.0
CCN(C(=O)CSc1nnc(-c2ccco2)n1Cc1ccccc1)C1CCS(=O)(=O)C1 (stereo not drawn),0.0,4,-4,.,1,5,1,-2.7
COn1c(-c2ccc(Cl)cc2Cl)nc2ncccc21,0.0,1,1,.,2,14,-11,0.3
CCNC(=O)C1(C)CCN(C(=O)c2ccc(C#N)cc2)C1 (stereo not drawn),0.1,3,-3,.,-6,-15,1,0.6
COc1ccc(NC(=O)N[C@H]2CC[C@H](CCNS(=O)(=O)c3ccccc3F)O[C@@H]2CO)cc1,0.4,-11,13,5,1,8,5,0.1
CCCCN(C)CCCNC(=O)c1ccc2c(c1)N(CC)C(=O)c1ccccc1S2=O (stereo not drawn),0.0,0,-1,0,5,-2,-3,-0.8
COCC#Cc1ccc([C@@H]2[C@@H](C#N)N(C(=O)NC3CCCCC3)[C@@H]2CO)cc1,0.2,-7,9,.,5,.,0,3.0
CC(C)(C)N(NC(=O)OCc1ccccc1)C(=O)c1ccccc1Cl,0.0,-13,-12,-6,-3,-3,0,-3.3
COc1ccc(-c2cn(CC(=O)N3CCN(C)CC3)nn2)cc1OC,.,.,9,-7,-19,.,1,-1.3
COc1ccc(NC(=O)N[C@@H]2CC[C@H](CCn3cc(-c4ccccn4)nn3)O[C@@H]2CO)cc1,0.0,-3,3,63*,-1,3,3,-1.2
Cc1nc2nc(SCC(=O)c3ccccc3)[nH]c2cc1Br,0.2,35,3,.,-40,-5,6,.
# Next section.
SMILES,XiGFP reactiv,INS-1E GSIS act,DENV2 CPE,ARNT TACC3 PPI,EWS-Fli inh,PAX8 inh HTS,ERp5 block,CFTR F508del cor
CO[C@@H]1CN(C)C(=O)c2ccc(NC(=O)C3CCC3)cc2OC[C@@H](C)N(C(=O)NC(C)C)C[C@H]1C,-0.5,-4,-8,-2,2,.,1,-0.5
COc1ccc(-c2cnc3c(c2)C(=O)N([C@H](C)CO)C[C@H](C)[C@H](CN(C)Cc2ccc(C(=O)O)cc2)O3)cc1,-0.6,7,9,-4,-11,9,-2,-1.1
CC(=O)c1ccc(NC(=S)Nc2ccc(N3CCOCC3)cc2)cc1,0.6,8,.,1,-11,-19,0,-0.9
Cc1cccc(CN(C)C[C@H]2OCc3cnnn3CCCC(=O)N([C@H](C)CO)C[C@@H]2C)c1,0.1&0.5,19&-5,5&7,-25,1&-9,21&-3,-3&-4,-0.5&-0.4
C[C@@H]1CN([C@H](C)CO)C(=O)c2cc(-c3ccccc3)cnc2O[C@H]1CN(C)C(=O)Nc1ccccc1,4.3,-2,3,7,-8,18,.,-3.1
COc1ccc(S(=O)(=O)N2CC[C@H]3[C@@H](CO)N(C)c4ccc(C#Cc5ccccc5OC)cc4[C@H]32)cc1,-0.1,25,.,20,13,-2,.,-0.3
Cc1ccc(S(=O)(=O)N(C)C[C@@H]2OCCCC[C@@H](C)Oc3ccc(NC(=O)Nc4ccc(C(F)(F)F)cc4)cc3C(=O)N([C@@H](C)CO)C[C@@H]2C)cc1,0.3,25,-6,2,-6,28,-2,-2.0
COC(=O)CC1C(=O)NCCN1C(=O)CSc1nc2ccccc2c(=O)n1CC(C)C (stereo not drawn),-0.1,-4,1,3,10,12,2,-0.4
COc1ccc(S(=O)(=O)N(C)C[C@@H]2Oc3c(NS(C)(=O)=O)cccc3C(=O)N([C@H](C)CO)C[C@@H]2C)cc1,-0.9,-2,6,-3,-4,.,0,-1.4
C[C@@H]1CN([C@@H](C)CO)C(=O)Cc2cc(NS(=O)(=O)c3ccc(F)cc3)ccc2O[C@H]1CN(C)Cc1ccc(C(F)(F)F)cc1,0.0,-9,-4,17,31,90*,0,1.1
O=C(O)c1cc(N/N=C2/CC(c3ccccc3)Oc3ccccc32)ccc1Cl (stereo not drawn),0.1,-2,.,0,.,-14,.,.
CC1(NC(=O)Cn2cc(C(F)(F)F)ccc2=O)CCS(=O)(=O)C1 (stereo not drawn),0.2,.,-12,0,-2,-3,0,0.8
COc1cccc(C(=O)Nc2ccc3c(c2)OC[C@@H](C)N(C)C[C@H](C)[C@@H](OC)CN(C)C3=O)c1,-0.4,2,-4,-8,3,-5,1,2.8
O=C(NCCc1csc(-c2ccccc2)n1)c1c(F)cccc1F,0.0,.,-3,8,-16,-18,-4,-0.6
O=C(c1ccncc1)N1CC2(C1)[C@@H](c1ccccc1)[C@@H](CO)N2C(=O)c1ccncc1,0.0,15,5,.,.,.,?,-3.7
Cc1noc(C)c1NC(=O)Nc1cccc2c1O[C@@H](CN(C)Cc1ccc(C(F)(F)F)cc1)[C@@H](C)CN([C@H](C)CO)C2=O,0.0,-5,4,-4,3,4,-1,2.6
COC(=O)CC1C(=O)NCCN1C(=O)c1c(F)cccc1F (stereo not drawn),0.3,-1,4,0,-3,17,-1,-1.3
COc1cccc(CN(C)C(=O)CCN=C2NS(=O)(=O)c3ccccc32)c1,0.0,-13,3,3,9,-3,-1,-4.3
C[C@@H]1CCCCO[C@@H](CN(C)S(=O)(=O)c2cn(C)cn2)[C@@H](C)CN([C@H](C)CO)C(=O)c2cc(NC(=O)CCC(F)(F)F)ccc2O1,0.0,2,3,-10,-14,-13,-2,-0.3
O=C(Nc1cccc2c1CCCC2)c1ccc(F)cc1,0.1,.,-3,-12,-8,15,8,-2.5
COc1ccc(C2C(C#N)=C(N)N(c3cccnc3)C3=C2C(=O)CC(C)(C)C3)cc1OC (stereo not drawn),0.0,-15,-4,.,6,32,2,0.2
COc1ccccc1CNc1ncc(-c2ccccc2)n1C,-0.1,-3,-1,2,-18,-19,1,-0.9
CN(Cc1cnccn1)C(=O)CC1C(=O)NCCN1Cc1cccc(Oc2ccccc2)c1 (stereo not drawn),-0.1,.,2,1,-3,4,3,2.6
CCCCn1c(CNC(=O)C(C)(C)C)nc2ccccc21,0.1,13,-1,-4,-1,1,7,-0.4
CCNC(=O)C[C@H]1CC[C@H]2[C@H](COc3ccc(NC(=O)Nc4ccccc4OC)cc3C(=O)N2C)O1,0.1,5,-14,-12,-2,-9,.,-0.7
# (further entries)
SMILES,XiGFP reactiv,INS-1E GSIS act,DENV2 CPE,ARNT TACC3 PPI,EWS-Fli inh,PAX8 inh HTS,ERp5 block,CFTR F508del cor
C[C@H](CO)N1C[C@H](C)[C@@H](CN(C)Cc2ccc(C(F)(F)F)cc2)Oc2ccc(NS(=O)(=O)c3cn(C)cn3)cc2CC1=O,0.0,4,-6,-1,1,4,-4,-1.7
Cc1ccc2nc(-c3ccco3)c(Cc3ccccc3C(F)(F)F)n2c1,0.2,28,5,.,3,22,-14,0.8
COCCOC(=O)N1C(=O)[C@@]2(c3cc(C#CCCO)ccc31)[C@H](C(=O)N1CCc3cc(OC)c(OC)cc3C1)[C@H]1C(=O)O[C@H](c3ccccc3)[C@H](c3ccccc3)N1[C@@H]2c1ccccc1OCCO,.,.,17,-3,12,13,-6,1.5
CN(/N=C/c1ccc(O)cc1O)c1nc(-c2ccccc2)cc(-c2ccccc2)n1,0.0,16,4,3,16,158*,7,-5.4
CC(C)CC(=O)NC(=S)Nc1ccc(N2CCCC2)c(Cl)c1,0.3,-6,11,2,-24,-26,3,1.2
N#Cc1ccc(C(=O)Nc2cccc3ccccc23)c(F)c1,0.5,7,3,-19,-6,5,1,-1.4
CCNc1c(NC(=O)c2ccc3c(c2)OCO3)c(=O)oc2ccccc12,0.0,37,1,1,-5,19,-6,1.3
O=C(c1cnccn1)N1CCN(S(=O)(=O)c2cccc(Cl)c2)CC1,0.0,7,1,.,-7,.,-4,-1.2
Cc1ccc(NC(=S)N(C)Cc2cn(C)c3ccccc23)cc1,0.0,-14,.,1,.,2,.,.
CNC[C@@H]1Oc2c(NC(=O)Nc3ccc(OC)cc3)cccc2C(=O)N([C@@H](C)CO)C[C@H]1C,-0.9,10,.,.,1,-32,.,0.9
O=S(=O)(c1ccccc1)N1CCNc2ccccc21,0.1,10,?,6,-8,.,-2,0.1
CCSc1nnc(C)c(=O)n1COC(=O)c1ccc(S(=O)(=O)N2CCCC2)cc1,-0.1,8,.,-6,.,-9,.,.
CCS(=O)(=O)Nc1ccc2c(c1)C(=O)N(C)[C@H]1CC[C@@H](CC(=O)NC3CCCCC3)O[C@H]1CO2,0.0,0,-3,-15,10,6,-4,1.8
O=C(COc1coc(CN2CCN(c3ccccc3F)CC2)cc1=O)NC1CCCCC1,0.0,1,-8,0,12,-7,-5,-5.6
CO[C@H]1CN(C)C(=O)c2cc(NC(=O)Cc3ccccc3)ccc2OC[C@H](C)N(CC2CC2)C[C@H]1C,0.5,2,6,-9,2,2,-1,-0.8
CCN(C(=O)COC(=O)/C=C/c1ccccc1Cl)c1c(N)n(Cc2ccccc2)c(=O)[nH]c1=O,0.5,26,0,.,10,7,-2,0.5
CC(=O)Cc1nsc(NC(=O)c2ccc(COc3cccc(C)c3)o2)n1,0.3,6,5,-15,3,-2,4,2.1
